Screening results: PubChem, National Center for Advancing Translational Sciences (NCATS)
HT1080 IDH1KD tx: HT-1080 IDH1 knockdown cell toxicity (counter line); Potency, µM (top dose mostly 46.1 µM), inactives show at the top dose activity, negative = toxicity, actives largely listed as cytotoxic; actives 2% (n = 360,000); HT-1080 IDH1 knockdown viability, ATP luminescence, 48 h;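 further: potency means the concentration at half of the fitted maximal effect; 0% = DMSO wells and -100% = cell-free medium wells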
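Luminescent ATP read-out (CellTiter-Glo, 10 min at room temperature) after 48 h compound exposure at 37 °C gave viability of IDH1-knockdown HT-1080 cells. Activity was normalised to DMSO and cell-free wells, then fitted as concentration-response curves.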
MCF10A rereplic: induces DNA re-replication in MCF 10a normal breast cells | Potency, µM (highest dose often 46.1 µM), for inactives: at the highest dose activity, positive = re-replication, most hits filed as activators | MCF 10A DNA re-replication, Hoechst nuclear intensity, 48 h | actives 2.9% (n = 350,000) | AID 624296; further: potency means the concentration at half of the fitted maximal effect; % of control where 0% means no effect; nearly all actives have a fitted effect of over 50% in size
IL1B secr inh: inflammasome signaling inhibition, IL-1 beta readout; THP-1 LPS/ATP IL-1B secretion, AlphaLISA, 16 h; stronger effect = lower value; activity change, % at 57.5 µM; actives 4.7% (n = 360,000); in the data active means activity change below about -50%; inconclusive means mostly about -30% to -49%; further: on the % scale 0 is the no-effect control and ±100 the full control effect
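THP-1 cells pretreated 1 hr with compounds (up to 57.5 uM final), then stimulated with LPS (250 ng/mL final) plus ATP (1.25 mM final); secreted IL-1B measured by AlphaLISA after 16 hr, decreased signal indicating inhibition.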
HepG2 viability: HepG2 cytotoxicity, counter-screen for TGF-b inhibitors. HepG2 CAGA-GFP viability, ATP luminescence, 18 h. Potency, µM (series often up to 46.1 µM), for the others: at the highest dose activity change, negative = cytotoxicity, usual class: cytotoxic. actives 0.76% (n = 410,000); further: potency means the concentration at half of the fitted maximal effect; some results filed as inactive show a strong effect at the top dose
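HepG2 CAGA-GFP cells (1000/well, DMEM with 1% FBS) received compound, then TGF-beta at 500 pg/mL final, and were incubated 18 hours at 37 degrees C. Viability was read by CellTiter-Glo luminescence. Media-only wells were set as complete cell-killing and DMSO as no toxicity.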
SW480 rerep: induces DNA re-replication in SW480 colon adenocarcinoma cells. SW480 DNA re-replication, Hoechst DNA content imaging, 48 h. actives 1.8% (n = 340,000). Potency, µM (titrated, usually from 46.1 µM), for the others: at the top dose re-replication activation, most hits filed as activators; further: potency means the concentration at half of the fitted maximal effect; % of control where 0% means no effect; nearly all actives have a fitted effect of over 55% in size
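250 cells/well; 23 nL cpd via pin tool; 48 hr, 37 C, 5% CO2; Hoechst 40 min; imager read of total nuclear intensity, ex 405/em 500-530 nm.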
KB-3-1 tox: kills parental KB-3-1 adenocarcinoma cells. Potency, µM (series often up to 46.1 µM), without a hit: at the top dose activity change, negative = cytotoxic, actives largely listed as cytotoxic. actives 1.4% (n = 400,000). KB-3-1 viability, CellTiter-Glo ATP luminescence, 72 h; further: potency means the concentration at half of the fitted maximal effect; on the % scale 0 is the no-effect control and ±100 the full control effect; nearly all actives have a fitted effect of over 60% in size
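Parental KB-3-1 adenocarcinoma cells in phenol-red-free DMEM with 10% FBS were pin-treated with compounds at several concentrations, incubated 72 h at 37 °C, and viability read by CellTiter-Glo luminescence; concentration-effect curves were fitted after normalization.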
ATXN2 expr inh: reduces ATXN2 reporter expression in HEK-293 cells | Potency, µM (highest dose often 57 µM), inactives show at the highest dose activity change, negative = inhibition, usual class: inhibitors | actives 0.72% (n = 360,000) | HEK-293 ATXN2-luciferase reporter, luminescence, 24 h | AID 1745845; further: potency means the concentration at half of the fitted maximal effect; on the % scale 0 is the no-effect control and ±100 the full control effect; nearly all actives have a fitted effect of over 55% in size
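ATXN2-luciferase reporter cells (luciferase flanked by upstream and downstream ATXN2 gene portions) were treated 24 h at 37 °C with compounds at up to 57 uM. SteadyGlo luminescence gave expression; GF-AFC fluorescence gave viability.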
S2 tox: viability counter-screen for ATXN expression inhibitors; S2 cells (HEK-293 line with an ATXN2-luciferase reporter) viability, CellTiter-Fluor protease fluorescence, 24 h; Potency, µM (titrated, usually from 56.7 µM), hits mostly cytotoxic; actives 0.49% (n = 400,000); further: potency means the concentration at half of the fitted maximal effect; nearly all actives have a fitted effect of over 40% in size
HT1080-NT tox: kills 2HG-producing HT-1080-NT fibrosarcoma cells; HT-1080-NT fibrosarcoma viability, CellTiter-Glo ATP luminescence, 48 h; Potency, µM (series often up to 46.1 µM), for inactives: at the top dose activity, negative = less viability, usual class: cytotoxic; actives 1.6% (n = 360,000);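 further: NT is the 2HG producing partner of a matched IDH1 knockdown line; potency means the concentration at half of the fitted maximal effect; 0% = DMSO-treated cells and -100% = media-only wells without cells; nearly all actives have a fitted effect of over 55% in size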
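Luminescent CellTiter-Glo readout after 48 hours of compound exposure at 37 degrees C defined viability of HT-1080-NT cells. Activity was normalized to DMSO wells and cell-free media wells; concentration-response curves were fitted and assigned curve classes.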
* hit, by the source's call; i = inactive; ? = inconclusive; . = no result given; [ ] = dose if it differs, or a comment. Unless noted, the call rests on the fitted dose curve; in most records, active means well fitted curve in the direction sought with a large enough effect; inconclusive means small, poorly fitted or top-dose-only effect, or another doubt; inactive means no such curve, though single readings can be large; an effect the other way counts as inactive or inconclusive.

The line under a structure holds: HT1080 IDH1KD tx	MCF10A rereplic	IL1B secr inh	HepG2 viability	SW480 rerep	KB-3-1 tox	ATXN2 expr inh	S2 tox	HT1080-NT tox
CN(CC(=O)Nc1cccc2c1CCCC2)S(=O)(=O)c1ccc(Br)cc1
→ 2%	26%	2	-3%	9%	-4%	-17%	?	3%
CCCc1nnc(SCC(=O)Nc2ccc(Cl)cc2Cl)o1
→ 8%	-31%[inhibitor]	-5	-6%	-3%	10%	12%	i	11%
O=C(CN1C(=O)S/C(=C/c2ccncc2)C1=O)N1CCOCC1
→ -3%	1%	?	18%	-6%	2%	2%	i	4%
Clc1cccc(N/N=C/c2ccc(N3CCOCC3)s2)c1
→ 12%	-3%	10	7%	-6%	?	?	.	8%
O=c1c2sc3ccccc3c2n(Cc2ccccc2)c(=O)n1Cc1ccccc1
→ .	.	.	-2%	.	-5%	10%	i	.
Cc1ccc(C(=O)N2CCN(c3ccccc3)CC2)cc1C
→ 2%	-2%	-1	-4%	-1%	-3%	18%	i	-1%
CC(C)N(C(=O)[C@H]1CC(CC(=O)NCCc2ccccn2)C(=O)N2CCc3c([nH]c4ccccc34)[C@]12C)C(C)C (stereo partly specified)
→ -1%	?	22	-23%	54%	0%	-4%	i	2%
O=C(N/C(=C/c1ccc(F)cc1)C(=O)N1CCOCC1)c1ccccc1
→ -2%	?	8	-4%	-1%	.	-4%	i	0%
O=C(Nc1ccccc1)Nc1ccc2ccccc2n1
→ 22%	?	?	1%	5%	14%	10%	i	9%
CN(Cc1cn(C)nc1-c1ccccc1F)C1CCOC1 (stereo unspecified)
→ 1%	0%	-9	3%	-1%	-4%	-15%	i	0%
COCCNC(=O)c1cc2c3ccccc3n(C)c2s1
→ -2%	12%	6	-20%	-9%	19%	-13%	i	-2%
CCCC(=O)c1c(NC(C)C)cc(C)oc1=O
→ -4%	-1%	-3	-3%	-7%	15%	-15%	i	-3%
COc1ccccc1NC(=S)N(Cc1cccnc1)Cc1ccco1
→ -1%	0%	11	19%	-1%	-7%	-32%	i	1%
O=C(Nc1ccccc1)c1cc(C2CCCN(C(=O)c3ccccc3)C2)on1 (stereo unspecified)
→ 4%	.	25	-17%	.	0%	42%[activator]	i	?
CCNC(=O)NC(=O)C(C)OC(=O)CCS(=O)(=O)c1ccc(C)cc1 (stereo unspecified)
→ 16%	4%	-18	-11%	1%	0%	-4%	i	-4%
CSc1cccc(NC(=S)N(Cc2ccc(C)cc2)Cc2ccccn2)c1
→ 2%	?	24	2%	-3%	-11%	-15%	i	5%
COc1ccc(-c2nnc3sc(CN4C(=O)c5ccccc5C4=O)nn23)cc1
→ 16%	?	32	-1%	-5%	0%	3%	i	19%
Cc1cccc(C(=O)OCC(=O)NC(C)CCc2ccccc2)c1O (stereo unspecified)
→ 25%	?	11	-6%	-4%	-4%	-17%	i	25%
Cc1ccccc1C(=O)Nc1nc(=S)ss1
→ -5%	2%	-4	-2%	-15%	-6%	17%	i	-9%
Cc1cc(C)c(CN2CCN(C(=O)CC[C@H]3O[C@@H](n4cnc5c(NC(=O)c6ccccc6)ncnc54)[C@H](O)[C@@H]3O)CC2)c(C)c1
→ -11%	.	-25	-20%	.	0%	-11%	i	-22%
CC1(C(=O)NS(=O)(=O)c2cccc(C#N)c2)CCN1C(=O)CC1CCCC1 (stereo unspecified)
→ 20%	.	9	0%	.	0%	6%	i	4%
O=S(=O)(c1ccc2c(c1)OCCCO2)N1CCNCC1
→ -1%	-2%	1	3%	9%[9.22 µM]	0%	0%	i	2%
CC1CCN(c2ccc(/C=N/n3nnnc3N)cc2[N+](=O)[O-])CC1
→ -17%	-7%	7	-27%	-6%	3%	3%	i	-14%
Cc1cc(C)c(S(=O)(=O)N2CCN(C(=O)CC(C)n3nc(C)nc3C)CC2)c(C)c1 (stereo unspecified)
→ 2%	.	10	-8%	.	-10%	.	?	8%
O=C(Cn1ccc(C(F)(F)F)n1)N/N=C/c1ccc(N2CCOCC2)cc1
→ ?	11%	5	3%	6%	19%	8%	i	-27%
CCN(C(=O)CCc1nc(-c2ccc(C)cc2)no1)c1cccc(C(F)(F)F)c1
→ .	.	.	-11%	.	-28%	0%	i	.
O=c1[nH]c2c(c(=O)[nH]1)CCCCCC2
→ 22%	-5%	4	6%	-2%	1%	9%	i	15%
O=C(Nc1ccc2c(c1)OCCO2)C1CCCN1C(=O)Nc1ccc(F)cc1 (stereo unspecified)
→ 5%	0%	11	2%	3%	-3%	-22%	i	10%
Cc1noc(C)c1COC(=O)CCOc1ccccc1
→ 6%	5%	18	-33%	-4%	2%	7%	i	3%
CC(=O)c1ccc(OCc2cc(C(=O)N(C)CCOc3ccc(C)cc3)no2)cc1
→ 12%	26%	?	-34%	?	?	1%	i	2%
COc1cc(/C=N/n2cnnc2)ccc1Oc1nc(Cl)ncc1F
→ -1%	0%	-18	-21%	10%	?	-10%	i	4%
O=C(NCC(c1ccco1)N1CCc2ccccc2C1)C(=O)Nc1ccccc1 (stereo unspecified)
→ -10%	12%	5	-1%	-3%	-3%	-2%	i	1%
CCOc1ccc(OCCOCCN2CCCC2)cc1
→ 5%	10%	-3	13%	1%	-1%	.	i	2%
Cc1nnc(SC/C=C/c2ccccc2)n(N)c1=O
→ -15%	2%	-7	74%	-3%	-5%	0%	i	-1%
N#CC1=C(S)N(c2ccccc2)C(c2cccs2)NC1=O (stereo unspecified)
→ ?	-6%	10	-11%	-6%	13%	-20%	?	-4%
O=c1cc(O)n(-c2ccccc2)c(=S)[nH]1
→ 11%	-5%[9.22 µM]	11	22%	-19%	1%	2%	i	4%
COc1ccc(N2CCN(C(=O)c3cccc(Br)c3)CC2)c([N+](=O)[O-])c1
→ 5%	?	?	-7%	-54%[inhibitor]	-6%	.	i	-2%
O=C(Nc1cccc(Br)c1)c1cc(S(=O)(=O)N2CCOCC2)cs1
→ 11%	?	i	0%	-26%	-4%	-14%	i	12%
O=C(Nc1ccc(Br)cc1)c1ccc(-n2cnnn2)cc1
→ 11%	2%	-20	0%	3%	-5%	-1%	i	25%
O=C(COC(=O)C1CCN(S(=O)(=O)c2cccs2)CC1)c1ccccc1
→ 3%	1%	20	1%	-2%	-2%	3%	i	1%

Quoted from the listing.
Reading for O=C(Nc1ccc(Br)cc1)c1ccc(-n2cnnn2)cc1 under HT1080 IDH1KD tx: 11%
Reading for O=C(Nc1ccc2c(c1)OCCO2)C1CCCN1C(=O)Nc1ccc(F)cc1 (stereo unspecified) under HepG2 viability: 2%
Reading for COc1cc(/C=N/n2cnnc2)ccc1Oc1nc(Cl)ncc1F under HepG2 viability: -21%

(more compounds)
The line under a structure holds: HT1080 IDH1KD tx	MCF10A rereplic	IL1B secr inh	HepG2 viability	SW480 rerep	KB-3-1 tox	ATXN2 expr inh	S2 tox	HT1080-NT tox
CN(Cc1ccccc1)C(=O)COC(=O)COc1ccc(C#N)cc1
→ -1%	20%	17	-1%	4%	4%	-6%	i	0%
CC(=O)N(Cc1ccccc1)c1ccccc1C(=O)O
→ 25%	2%	6	-9%	19%	9%	-1%	i	22%
CC(C)C[C@H]1COc2cccc(N3CCC[C@@H]3CO)c2S(=O)(=O)N1
→ 8%	.	13	.	.	11%	5%	i	10%
CC1CCCC(C)N1CCNC(=O)Nc1ccc(Cl)cc1 (stereo unspecified)
→ 0%	-11%	-14	-22%	15%	9%	4%	i	-2%
CC(C)(C)c1ccc(C(=O)NCC(=O)N/N=C/c2ccccc2OCC(=O)O)cc1
→ 3%	7%	-12	2%	-12%	9%	9%	?	0%
C/C(CC(=O)Nc1ccc2c(c1)OCCO2)=N\NC(=O)c1ccccc1F
→ 5%	2%	5	9%	-9%	5%	-7%	i	4%
COc1cccc(C(O)c2nc(-c3ccccc3C)cs2)c1 (stereo unspecified)
→ -22%	.	22	-27%	.	0%	1%	i	-7%
Cc1ccc(C(=O)O)cc1NC(=O)CCc1c(C)noc1C
→ -7%	.	-19	-15%	.	26%	.	i	3%
COC(=O)N1CCC2CC1c1c(Cl)cccc12 (stereo unspecified)
→ 9%	.	44	-13%	.	0%	-1%	i	17%
Cc1ccc(CNC(=O)c2cc3c(=O)n(C)c4ccccc4c3n2C)cc1
→ 11%	-4%	-1	2%	-4%	-3%	-4%	i	4%
Cc1ccc(NC(=O)Cn2c(=O)n(CCC(=O)NCCc3ccccc3)c(=O)c3ccccc32)cc1
→ .	.	.	1%	.	15%	-6%	i	.
Cc1ccc(S(=O)(=O)N2CCN(c3ccc4nnc(-c5ccccc5)n4n3)CC2)cc1
→ 9%	-1%	4	-13%	-5%	-21%	2%	i	-2%
O=C(NNC(=O)c1cccs1)c1cccc(F)c1
→ 4%	-2%	-9	-2%	-9%	-14%	16%	i	4%
O=S(=O)(NCC1CCCO1)c1cc(Br)c(Br)s1 (stereo unspecified)
→ -3%	-4%	-4	-40%	-4%	-16%	-5%	i	-1%
COCCN(C(=O)c1ccccc1F)c1nc(-c2ccc(OC)cc2)cs1
→ -16%	?	?	0%	?	-7%	4%	i	-20%
O=C(OCCCN1CCOCC1)c1ccc(O)c(O)c1
→ -9%	10%	22	-1%	-6%	-2%	.	i	-4%
COc1ccc(OC)c(S(=O)(=O)NCCO)c1
→ -1%	-1%	6	6%	-2%	-2%	-2%	i	-3%
Fc1ccccc1C1c2cccn2CCN1C(=S)Nc1ccc(Br)cc1 (stereo unspecified)
→ ?	21%	-86*	-5%	?	?	?	i	-15%
Oc1c(C=Nc2ccccc2)sc(=S)n1Cc1ccccc1
→ -9%	?	-1	-11%	?	-2%	19%	i	-19%
